# Bioassay records: PubChem BioAssay, National Center for Advancing Translational Sciences (NCATS)
# Shiga toxin inh = A qHTS for Small Molecule Inhibitors of Shiga Toxin | Vero cells, Shiga toxin protein synthesis inhibition reporter | inhibition, % at 38.7 µM | 9.2% of 290,000 active | AID 2315, 2010; in the data active means inhibition mostly above about 28%, no sharp cut-off; inactive means mostly below about 43%; further: 0% is about no effect
# Pf growth 96h = Primary qHTS for delayed death inhibitors of the malarial parasite plastid, 96 hour incubation. AID 504834, 2011. P. falciparum luciferase reporter growth, 96 h. 6.9% of 320,000 active. Potency, µM (top dose mostly 28.7 µM), inactives show at the top dose activity change, negative = inhibition, hits mostly inhibitors; further: potency means the concentration at half of the fitted maximal effect; on the % scale 0 is the no-effect control and ±100 the full control effect
#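 Two parasite generations (96 h, 37 C, 5% CO2) of compound exposure in infected erythrocytes (0.05% parasitemia, 2% hematocrit). Luciferase-reporter P. falciparum; decreased luminescence indicates inhibited growth, aimed at apicoplast-acting delayed death.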
# Pf growth 48h = Primary qHTS for delayed death inhibitors of the malarial parasite plastid, 48 hour incubation; P. falciparum luciferase growth in erythrocytes, 48 h; Potency, µM (highest dose often 28.7 µM), inactives show top-dose activity change, negative = inhibition, usual class: inhibitors; 5.9% of 310,000 active; further: potency means the concentration at half of the fitted maximal effect; on the % scale 0 is the no-effect control and ±100 the full control effect
#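 Growth was read as firefly luciferase luminescence after a 48 h, 37 C, 5% CO2 exposure of compounds to reporter-bearing P. falciparum cultures (0.1% parasitemia, 2% hematocrit final) in Albumax-supplemented RPMI 1640.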
# TbPYK inhibitor = qHTS of Trypanosoma Brucei Inhibitors | AID 624173, 2012 | 0.12% of 410,000 active | Potency, µM (doses to about 76.8 µM), without a hit: top-dose activity, negative = inhibition, actives largely listed as inhibitors | pyruvate kinase (Trypanosoma brucei), Q57TT1 | TbPYK enzyme, Kinase-Glo Plus ATP luminescence, 45 min; further: potency means the concentration at half of the fitted maximal effect; on the % scale 0 is the no-effect control and ±100 the full control effect; nearly all actives have a fitted effect of over 50% in size
#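 Glycolytic pyruvate kinase of T. brucei was incubated with substrate, test compound and 130 uM ADP for 45 minutes at room temperature. Luminescent Kinase-Glo Plus signal was measured after 10 minutes.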
# LmPK inhibitor = qHTS Assay for Inhibitors of Leishmania Mexicana Pyruvate Kinase (LmPK) | Q27686 | purified LmPK, Kinase-Glo ATP luminescence, 1 h | Potency, µM (highest dose often 57.5 µM), inactives show at the highest dose activity change, negative = inhibition, hits mostly inhibitors | 0.37% of 290,000 active; further: potency means the concentration at half of the fitted maximal effect; on the % scale 0 is the no-effect control and ±100 the full control effect
# Target sequence (Q27686 whole entry, looked up): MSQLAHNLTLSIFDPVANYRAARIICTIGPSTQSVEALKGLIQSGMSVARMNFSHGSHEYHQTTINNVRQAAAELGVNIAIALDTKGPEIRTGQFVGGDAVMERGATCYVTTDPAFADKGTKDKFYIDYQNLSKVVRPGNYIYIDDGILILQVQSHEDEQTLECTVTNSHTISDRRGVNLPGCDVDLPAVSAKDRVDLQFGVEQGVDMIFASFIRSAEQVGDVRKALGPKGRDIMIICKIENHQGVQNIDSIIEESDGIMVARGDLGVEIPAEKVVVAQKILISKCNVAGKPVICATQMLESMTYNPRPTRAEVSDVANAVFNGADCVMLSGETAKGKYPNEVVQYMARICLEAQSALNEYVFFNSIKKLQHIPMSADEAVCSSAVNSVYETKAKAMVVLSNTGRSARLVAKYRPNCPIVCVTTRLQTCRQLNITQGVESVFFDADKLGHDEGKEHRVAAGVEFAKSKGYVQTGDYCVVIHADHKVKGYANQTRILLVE
#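 Kinase-Glo luminescence read after 1 h RT reaction of 0.1 nM LmPK with 0.5 mM PEP and 0.1 mM ADP. Activity scaled between uninhibited and enzyme-free controls.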
# Cycloheximide cs = Cycloheximide Counterscreen for Small Molecule Inhibitors of Shiga Toxin; cell reporter, cycloheximide protein synthesis inhibition counterscreen; max response, %; 12% of 300,000 active; AID 2314, 2010; in the data active means max response mostly above about 13%, no sharp cut-off; inactive means mostly below about 14%; further: read at 38.3 µM for the half of the compounds with a filed dose; 0% is about no effect
# AmpC no deterg = qHTS Inhibitors of AmpC Beta-Lactamase (assay without detergent). AID 485341, 2010. 0.52% of 330,000 active. Potency, µM (top dose mostly 57.1 µM), for inactives: at the highest dose activity change, negative = inhibition, actives largely listed as inhibitors. AmpC nitrocefin hydrolysis, absorbance 480 nm, 0.0001% Triton. P00811;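 further: potency means the concentration at half of the fitted maximal effect; plate controls were no compound for no effect and no enzyme for full effect; nearly all actives have a fitted effect of over 20% in size; some results filed as inactive show a strong effect at the top dose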
# Target sequence (P00811 whole entry, looked up): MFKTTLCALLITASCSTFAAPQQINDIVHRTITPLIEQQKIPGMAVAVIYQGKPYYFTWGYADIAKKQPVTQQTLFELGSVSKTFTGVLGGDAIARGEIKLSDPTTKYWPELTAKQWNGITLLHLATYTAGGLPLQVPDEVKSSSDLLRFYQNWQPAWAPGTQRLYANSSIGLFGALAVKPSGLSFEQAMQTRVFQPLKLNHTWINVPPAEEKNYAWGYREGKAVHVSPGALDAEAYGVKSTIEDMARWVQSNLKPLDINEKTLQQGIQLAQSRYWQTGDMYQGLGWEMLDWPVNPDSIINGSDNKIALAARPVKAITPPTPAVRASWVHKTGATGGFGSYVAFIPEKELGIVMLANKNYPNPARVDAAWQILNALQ
#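 AmpC (5.3 nM in the dispensed reagent) in 20 mM phosphate pH 7.0 with 0.01% (detergent screen) or 0.0001% Triton X-100 was preincubated with compounds for 15 min at room temperature. Nitrocefin was then added from an 800 uM solution, and hydrolysis was followed at 480 nm.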
# Starred values were filed as active, the others as inactive; ? = inconclusive; . = not tested or not shown; [ ] = remark or other dose. Unless noted, the call rests on the fitted dose curve; in most records, active means well fitted curve in the direction sought with a large enough effect; inconclusive means small, poorly fitted or top-dose-only effect, or another doubt; inactive means no such curve, though single readings can be large; an effect the other way counts as inactive or inconclusive.
# Preview (3 entries):
SMILES,Shiga toxin inh,Pf growth 96h,Pf growth 48h,TbPYK inhibitor,LmPK inhibitor,Cycloheximide cs,AmpC no deterg
O=C1N=c2ccccc2=C1c1sc(Nc2cccc(O)c2)nc1O,47.6*,?,125.0%[activator],11.1%,-12.8%,44.3*,-32.3%
CCn1c(SCc2c(F)cccc2Cl)nnc1-c1ccco1,34.0*,.,-18.3%,-2.7%,4.3%,12.4*,-19.6%
Cc1cccc(OCC(=O)Nc2ccc(S(=O)(=O)Nc3ccccn3)cc2)c1,2.7,-55.0%,-7.5%,-8.0%,-0.6%,0.7,-23.6%

# The listing, from the start:
SMILES,Shiga toxin inh,Pf growth 96h,Pf growth 48h,TbPYK inhibitor,LmPK inhibitor,Cycloheximide cs,AmpC no deterg
O=C1N=c2ccccc2=C1c1sc(Nc2cccc(O)c2)nc1O,47.6*,?,125.0%[activator],11.1%,-12.8%,44.3*,-32.3%
CCn1c(SCc2c(F)cccc2Cl)nnc1-c1ccco1,34.0*,.,-18.3%,-2.7%,4.3%,12.4*,-19.6%
Cc1cccc(OCC(=O)Nc2ccc(S(=O)(=O)Nc3ccccn3)cc2)c1,2.7,-55.0%,-7.5%,-8.0%,-0.6%,0.7,-23.6%
CC(C)(C)c1ccc(OC(=O)c2ccc3nsnc3c2)cc1,17.4,?,.,0.5%,1.6%,-5.0,-24.3%
Cc1ccccc1C(=O)Nc1ccnn1C1CCN(C(=O)C2CCOC2)CC1 (centres undefined),-4.8,210.9%[activator],-16.2%,0.0%,-11.9%,-1.4,-14.8%
CCN(CC(=O)NCc1cccs1)S(=O)(=O)c1cccc(C(C)=O)c1,-12.2,-0.3%,.,3.2%,8.4%,-2.1,-17.1%
Cc1ccc(SCC2CNc3nc4ccccc4c(=O)n32)c(C)c1 (centres undefined),15.3,?,13.4%,-1.7%,-0.4%,3.0,-9.4%
CCN(CCn1cccn1)C(=O)c1cc(COc2ccc(F)c(F)c2)on1,50.0*,2.9%,31.3%[activator],-1.2%,1.0%,30.4*,52.5%
COc1ccc(-c2c(S(=O)(=O)c3ccccc3)cnn2-c2ccccc2)cc1,-26.6,6.57µM*,?,-6.3%,2.5%,7.2,-10.2%
COc1cc(C2C(C(C)=O)=C(O)C(=O)N2CCN(C)C)ccc1O (centres undefined),16.8,?,39.8%[activator],-2.0%,5.6%,-3.3,-10.0%
CCCCN1C(=O)/C(=c2\sc3nc(=O)c(-c4ccccc4)nn3c2=O)c2ccccc21,-9.0,?,0.4%,?,-7.7%,-4.2,-29.3%
CCOc1ccccc1NC(=O)c1ccc(S(=O)(=O)N(C)c2ccccc2)cc1,.,?,?,1.9%,.,.,-18.9%
CCN(CC)C(=O)CSc1nc2cc(OC)c(OC)cc2c(=O)n1Cc1ccc(Cl)cc1,-21.4,?,11.7µM*,.,4.0%,-5.0,41.5%
O=C1C2(c3ccccc3)CN(CCCO)CC1(c1ccccc1)CN(CCCO)C2,4.3,.,-6.5%,-4.2%,0.5%,-1.8,-4.0%
COc1ccc(OCC(=O)NNC(=O)c2cccnc2)cc1,-2.5,9.8%,0.0%,1.5%,-1.5%,3.1,-2.2%
CCOC(=O)[C@@H]1[C@H]2COc3cc(OC)ccc3[C@@H]2N2C(=O)N(c3ccc(F)cc3)C(=O)[C@]12C,-7.2,?,-8.1%,0.2%,-7.7%,-1.6,61.6%[activator]
Cc1cc2ccccc2n1CCNC(=O)COc1ccc2ccccc2c1,-2.6,-17.5%,-15.8%,-17.9%,6.2%,-3.1,10µM*
NS(=O)(=O)c1ccc(CCNC(=O)c2ccc(=O)[nH]c2)cc1,-7.7,33.9%,3.3%,-0.3%,-0.5%,-2.9,-9.3%
CCCCN(C(C)=O)c1c(N)n(CCC)c(=O)n(CC(=O)Nc2cc(Cl)cc(Cl)c2)c1=O,-5.2,0.0%,-13.1%,-8.1%,1.6%,8.9,159.5%[activator]
Cc1ccc(CNC(=O)CN(C)S(=O)(=O)c2ccc3c(c2)n(C)c(=O)c(=O)n3C)cc1,-4.8,?,-18.0%,-10.6%,6.4%,2.2,20.9%
CCOc1ccc(NC(=S)N(CCc2c(C)[nH]c3ccccc23)Cc2cccnc2)cc1,-8.2,?,?,1.3%,3.0%,-3.7,45.1%
COc1ccc(OC)c(CNc2ccc([N+](=O)[O-])cc2C)c1,-8.1,44.9%[activator],?,-7.2%,13.6%,6.1,-30.0%
Cc1onc(-c2ccccc2Cl)c1C(=O)N1CCN(C)CC1,-3.0,44.4%[activator],-3.8%,-2.4%,4.5%,-2.3,-12.5%
COC(=O)c1c(NC(=O)CSc2nccn2C)sc(C)c1C,.,-10.1%,?,-7.4%,.,.,26.1%
Cc1cc(=O)n(C)c2ccc(S(=O)(=O)N3CCOCC3)cc12,-0.4,65.7%[activator],3.4%,1.9%,-0.4%,-0.8,-10.1%
CCOc1ccc(NC(=O)Nc2ccc(Br)cn2)cc1,19.9,255.6%[activator],43.7%[activator],6.4%,12.7%,13.3,-26.7%
C=CCc1ccccc1Oc1cc(OC)nc(N)n1,.,9.6%,0.0%,-17.8%,.,.,-7.0%
CC(C)c1ccc(NC2CCCN(C(=O)CCN3Cc4ccccc4C3=O)C2)cc1 (centres undefined),-3.1,1.85µM*,-17.8%,-3.8%,-0.8%,3.0,123.7%[activator]
COc1cc(N)c(Cl)cc1C(=O)OCC(=O)c1ccc2c(c1)NC(=O)CO2,.,?,?,1.9%,.,.,15.1%
Cn1ccnc1C(=O)c1cc(SCC(=O)NCc2ccccc2)nc2ccccc12,-11.2,?,11.6%,-13.7%,3.8%,0.6,1.7%[2.29 µM]
COc1ccc(/C=N/N2C(=N)SCC2=O)cc1,29.2,51.6%[activator],55.8%[activator],-20.0%,-8.5%,14.3*,-7.4%
Cc1ccc(Nc2c(-c3ccccc3O)nc3ncccn23)cc1,12.9,?,?,1.3%,-4.7%,1.8,-22.3%
O=C(CN(CC1CCCO1)C(=O)CCC(=O)Nc1nccs1)NCc1ccc2c(c1)OCO2 (centres undefined),27.4,-5.9%,-7.9%,-3.1%,1.1%,0.7,-11.3%
Cc1ccc(OCC(=O)N2CCN(C(=O)c3ccc([N+](=O)[O-])cc3)CC2)cc1,38.2,7.8%,1.3%,2.7%,0.7%,4.6,-8.8%
O=C(COc1ccc(Br)cc1CNC1CCCCC1)NCCc1ccccc1,18.8,-28.8%,?,3.8%,1.7%,-3.8,1.5%
Cc1nnc(SCC(=O)NC2CCCCC2)[nH]c1=O,-3.0,14.6%,30.5%[activator],-4.5%,5.3%,-2.3,-15.6%
CCC(C)N1C(=O)CN(C2CCCCCC2)C(=O)C1c1ccccc1F (centres undefined),-7.0,?,-26.7%,-1.2%,1.3%,6.6,25.4%
CCCCNC(=O)CS(=O)Cc1nc(-c2cccs2)oc1C (centres undefined),-22.0,8.28µM*,.,-11.6%,-1.5%,-6.5,-18.4%
Cc1ccc(C(=O)C2=C(O)C(=O)N(Cc3cccnc3)C2c2cccc([N+](=O)[O-])c2)o1 (centres undefined),-1.3,?,-10.2%,-3.5%,6.7%,-0.7,74.8%[activator]
CN1Cc2sc(N)c(C#N)c2CC1(C)C,-6.0,?,?,-3.2%,-2.5%,1.0,2.2%
CS(=O)(=O)c1ccc(Cl)c(C(=O)OCC(=O)NC2CCCCCCC2)c1,.,-26.0%,-14.3%,-3.1%,.,.,11.1%
Cc1ccc(-n2c(SCC(=O)N/N=C/C=C/c3ccccc3[N+](=O)[O-])nc3ccccc3c2=O)cc1,-7.0,10.4µM*,13.1µM*,-0.2%,2.5%,-7.2,-23.8%
CCCCCP(=O)(O)c1ccccc1,-8.5,32.0%[activator],14.7%,1.0%,-1.6%,-2.1,-11.3%
COc1ccc(OC)c(-c2nc3cc4ccccc4cc3nc2-c2ccccc2)c1,1.2,?,?,2.3%,3.9%,-5.6,-12.5%
O=C(OCn1nnc2ccccc2c1=O)c1cc(-c2ccccc2)nc2ccccc12,-6.2,37.0%[activator],11.4%,-1.8%,-0.6%,5.7,-15.0%
CCN(CCNC(=O)Nc1ccc(Cl)cc1)c1ccccc1,8.2,188.6%[activator],?,-0.9%,0.4%,16.7,-33.0%
CCc1cccc(NC(=O)CSC2=NS(=O)(=O)c3ccccc32)c1,-8.2,-101.2%,.,?,15.8µM*,-2.6,-25.1%
O=C(Cn1cnc2ccccc2c1=O)Nc1ccc(-c2nnc3n2CCCCC3)cc1,1.6,19.2%,-22.5%,-3.4%,-2.2%,-1.5,13.0%
CC(NC(=O)COC(=O)Cn1cnc2ccccc2c1=O)C1CC2CCC1C2 (centres undefined),-5.3,35.7%[activator],35.7%,-7.9%,-0.6%,-1.5,69.5%[activator]
Cn1nc(C(=O)N2CCN(C(c3ccccc3)c3ccccc3)CC2)c2ccccc2c1=O,-4.3,11.7µM*,4.65µM*,1.7%,-2.3%,-2.5,130.1%[activator]
CCOc1ccc(S(=O)(=O)N(C)c2ccc(OCC(=O)Nc3ccc4[nH]c(=O)[nH]c4c3)cc2)cc1,-10.6,7.9%,?,-10.5%,0.3%,1.3,-24.1%
Cc1cc(NC(=O)CO/N=C/c2ccc3c(c2)OCO3)ccc1Br,-9.7,32.3%[activator],13.9%,-0.8%,-3.9%,-1.6,-13.7%
COc1ccc2c(c1)N1CCN=C1N2C,-7.9,?,6.6%,-2.8%,0.8%,-0.9,-5.6%
Cc1nn2c(-c3ccncc3)nnc2c2ccccc12,-15.0,?,10.9%,-10.8%,-6.5%,7.1,-13.0%
CCCC(c1nnnn1Cc1ccc(F)cc1)N1CCN(C)CC1 (centres undefined),12.6,10.3%,1.4%,4.4%,-3.5%,-2.5,-6.8%
C=CCOC(=O)/C(=C\c1cccc2ccccc12)NC(=O)c1ccccc1,22.0,6.7%,?,1.4%,0.8%,36.0*,9.0%
COc1ccc(CC(NC(C)=O)C(=O)NC2CCN(S(=O)(=O)c3ccc(NC(C)=O)cc3)CC2)c(OC)c1 (centres undefined),-10.8,7.3%,-8.6%,-3.3%,-1.2%,-2.7,50.8%
Cc1ccc(C(=O)Oc2cc(N)n(S(=O)(=O)c3ccc(F)cc3)n2)cc1,-8.5,7.1%,13.7%,-1.0%,-4.1%,-2.6,-36.4%
O=C(O)CCCNC(=O)OCc1ccccc1,-7.9,0.0%,-3.4%,-15.2%,-2.8%,-4.8,-7.2%
CC(C)[C@H](NC(=O)OCc1ccccc1)C(=O)OCC(=O)N1CCN(c2ccccc2)CC1,.,?,0.9%,1.0%,.,.,67.7%[activator]
N#Cc1ccccc1OCC(=O)NCC1(N2CCCCC2)CCCCC1,-1.7,-2.9%,3.29µM*,1.8%,-6.1%,5.4,-25.1%
C1CCN=C(Nc2nn[nH]n2)CC1,-8.9,.,-4.2%,-4.3%,-4.6%,-1.2,-19.4%
